Screening results from PubChem.
RXFP1 antag – qHTS Assay for Antagonists of the Relaxin Receptor RXFP1 | Relaxin receptor 1 (Homo sapiens), Q9HBX9 | HEK293-RXFP1, relaxin-stimulated cAMP HTRF, 30 min; stronger effect = lower value | activity change, negative = inhibition, % at 57.5 µM | 350,000 compounds, 0.59% hits | AID 1259400, 2018;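 active means activity change of -60% or lower, but not beyond a set lower limit; inconclusive means change between -60% and -40%, or beyond the set limit; inactive means change above -40%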; further: on the % scale 0 is the no-effect control and ±100 the full control effect
Target sequence (Q9HBX9 whole entry, looked up): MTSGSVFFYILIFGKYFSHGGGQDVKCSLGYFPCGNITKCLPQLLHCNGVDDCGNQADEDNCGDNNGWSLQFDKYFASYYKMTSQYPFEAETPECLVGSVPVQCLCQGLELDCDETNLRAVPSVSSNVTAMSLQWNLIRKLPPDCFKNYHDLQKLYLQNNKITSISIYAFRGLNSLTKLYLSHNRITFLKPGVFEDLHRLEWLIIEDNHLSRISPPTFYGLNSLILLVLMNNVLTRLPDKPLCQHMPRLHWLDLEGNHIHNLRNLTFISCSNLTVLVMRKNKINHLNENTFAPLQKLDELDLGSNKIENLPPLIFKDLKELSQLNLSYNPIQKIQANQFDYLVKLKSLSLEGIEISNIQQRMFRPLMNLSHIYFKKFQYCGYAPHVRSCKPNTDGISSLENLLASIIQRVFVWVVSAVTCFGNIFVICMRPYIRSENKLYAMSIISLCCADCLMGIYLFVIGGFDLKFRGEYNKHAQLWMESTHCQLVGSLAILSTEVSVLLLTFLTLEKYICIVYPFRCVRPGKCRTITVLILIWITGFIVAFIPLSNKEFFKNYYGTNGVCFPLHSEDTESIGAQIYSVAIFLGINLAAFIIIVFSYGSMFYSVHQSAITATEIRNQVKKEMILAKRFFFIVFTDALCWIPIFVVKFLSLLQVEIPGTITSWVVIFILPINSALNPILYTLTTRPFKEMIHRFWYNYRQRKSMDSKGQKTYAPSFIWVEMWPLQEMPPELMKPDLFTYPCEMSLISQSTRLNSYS
GRP78 ERSR act – qHTS for Inducers of the Endoplasmic Reticulum Stress Response (ERSR) in Human Glioma: qHTS | U87-MG GRP78 promoter luciferase reporter, 16 h | Potency, µM, without a hit: at the top dose activation, hits mostly activators | 420,000 compounds, 0.02% hits; further: potency means the concentration at half of the fitted maximal effect; series mostly up to about 76 µM; % of control where 0% means no effect; nearly all actives have a fitted effect of over 35% in size
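Stably transfected U87-MG human glioma cells carrying a GRP78-based luminescent sensor were seeded at 1000 cells/well, pin-dosed with compounds and incubated 16 h. Luciferase reagent was then added, and end-point luminescence was read after 10 min at room temperature.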
D1 ag – Allosteric Agonists of the Human D1 Dopamine Receptor: qHTS; D(1A) dopamine receptor (Homo sapiens), P21728; HEK293 T-REx D1 cells, calcium flux, agonist mode; activation, % at 2 µM; 360,000 compounds, 1% hits; AID 504660, 2011; in the data active means activation above about 30%; further: 0% is about no effect
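Inducible HEK293 T-REx D1 cells, force-coupled to calcium signalling, were plated at 4000 cells/well with tetracycline and held overnight at 30 C. After no-wash calcium dye loading, compound-evoked calcium rise over 180 s flagged agonists.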
D1 potentiator – Potentiators of Human D1 Dopamine Receptor: qHTS | D(1A) dopamine receptor (Homo sapiens), P21728 | HEK293 TREx D1 cells, calcium flux, dopamine EC20 potentiation | potentiation, % at 10 µM | 360,000 compounds, 0.036% hits | AID 504651, 2011; in the data active means potentiation above about 30%; further: 0% is about no effect
Vif-A3G inh – qHTS for Inhibitors of Vif-A3G Interactions: qHTS; HeLa A3G-eYFP + Vif (tagged APOBEC3G with the HIV-1 protein that degrades it), YFP fluorescence, overnight; 410,000 compounds, 0.076% hits; DNA dC->dU-editing enzyme APOBEC-3G (Homo sapiens), Q9HC16; AID 602310, 2012; Potency, µM (doses to about 46.1 µM), for inactives: at the top dose activity, negative = active, usual class: inhibitors;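 further: potency means the concentration at half of the fitted maximal effect; on the % scale 0 is the no-effect control and ±100 the full control effect; nearly all actives have a fitted effect of over 60% in size; hits raise eYFP signal because A3G escapes Vif-driven loss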
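Read-out is eYFP fluorescence (Ex 488/Em 500-530) from Vif-expressing HeLa A3G-eYFP cells; more signal means A3G escaped Vif-mediated degradation. Cells plated overnight, compound pinned in, incubated overnight at 37 deg C.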
Vif-A3F inh – qHTS for Inhibitors of Vif-A3F Interactions: qHTS; AID 602313, 2012; Potency, µM (doses to about 46.1 µM), for the others: at the highest dose activity, negative = active; HeLa A3F-eYFP + Vif (tagged APOBEC3F with the HIV-1 protein that degrades it), YFP fluorescence increase; 390,000 compounds, 0.2% hits; further: potency means the concentration at half of the fitted maximal effect; % of control where 0% means no effect; nearly all actives have a fitted effect of over 65% in size
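Fluorescence increase (Ex 488/Em 500-530) after overnight compound treatment at 37 deg C flags inhibition of Vif-driven A3F-eYFP loss in stable HeLa A3F-eYFP/Vif cells seeded overnight beforehand.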
D2 potentiator – HTS Assay for Positive Allosteric Modulators of the Human D2 Dopamine Receptor: Primary Screen for Potentiators | 340,000 compounds, 0.34% hits | HEK293 T-REx D2, calcium flux, EC20 dopamine potentiation | AID 485347, 2010 | potentiation, % at 10 µM | D(2) dopamine receptor (Homo sapiens), P14416;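 active means potentiation over 3 SD above the plate norm, cut at about 30% in these data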; further: 0% is about no effect
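Calcium flux readout, no-wash dye, 1 read/s. Inducible HEK293 Trex D2 line, overnight 30 C. Compound alone 180 s (agonist flags), then EC20 dopamine, another 180 s to score potentiation.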
RXFP1 agonist – qHTS Assay for Agonists of the Relaxin Receptor RXFP1. Potency, µM (titrated, usually from 57.5 µM), for inactives: at the highest dose activation, most hits filed as activators. 370,000 compounds, 0.3% hits. Relaxin receptor 1 (Homo sapiens), Q9HBX9. AID 2676, 2010. HEK293T-RXFP1 cAMP TR-FRET, 30 min; response scale: percent of porcine relaxin response, buffer zero; further: potency means the concentration at half of the fitted maximal effect; on the % scale 0 is the no-effect control and ±100 the full control effect; nearly all actives have a fitted effect of over 60% in size; many of its hits are not listed in these tables
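cAMP rise read by TR-FRET after 30 min, 37C compound exposure (up to 58 uM) in RXFP1-transfected HEK293 cells with Ro 20174 present. EC50 from Hill-equation fits, with 29 nM porcine relaxin as 100% and buffer as basal.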
D1 antag – Antagonist of Human D 1 Dopamine Receptor: qHTS | 360,000 compounds, 3.2% hits | D(1A) dopamine receptor (Homo sapiens), P21728 | HEK293 TREx D1 cells, calcium flux, dopamine EC80; stronger effect = lower value | activity change, negative = inhibition, % at 10 µM | AID 504652, 2011; in the data active means activity change below about -30%; further: on the % scale 0 is the no-effect control and ±100 the full control effect
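HEK293 T-REx cells expressing inducible, force-coupled D1 receptor; no-wash Ca dye, 30–90 min RT. Cmpd → 180 s read at 1 Hz → EC80 DA → 180 s read.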
Numbers without * were called inactive; ? = inconclusive; . = not tested or not shown; & = joins results of further samples. Unless noted, the call rests on the fitted dose curve; in most records, active means well fitted curve in the direction sought with a large enough effect; inconclusive means small, poorly fitted or top-dose-only effect, or another doubt; inactive means no such curve, though single readings can be large; an effect the other way counts as inactive or inconclusive.

SMILES | RXFP1 antag | GRP78 ERSR act | D1 ag | D1 potentiator | Vif-A3G inh | Vif-A3F inh | D2 potentiator | RXFP1 agonist | D1 antag
CC(=O)c1ccc(-c2cc([C@H]3[C@H]4C=CC[C@@H](C)[C@@H]4C(=O)N3Cc3ccccc3)ccc2F)cc1 | . | -3% | 4 | 3 | -1% | 2% | 16 | 9.8% | -7
Cc1ccc(S(=O)(=O)Nc2nc3ccc(S(=O)(=O)N4CCCC4)cc3s2)cc1 | 6 | -3% | -2 | -1 | 1% | -6% | -8 | -1.0% | 20
C=CCN1CCN(C(=O)CSc2ccccc2)CC1 | 14 | -2% | 0 | -7 | 1% | 0% | 2 | 1.4% | 6
CN(C(=O)CN1C(=O)NC2(CCc3ccccc32)C1=O)C1CCS(=O)(=O)C1 (stereo not drawn) | -2 | -3% | -2 | 0 | 1% | 0% | -1 | -1.3% | -31*
Cc1c(C)c2c(OCC(=O)N3CCC[C@H]3C(=O)O)cc3c(c2oc1=O)CCC(C)(C)O3 | 21 | -2% | 2 | 4 | 0% | -2% | 9 | 22% | 1
Cn1[nH]c(-c2ccccc2)c(/C=N/O)c1=O | -18 | 2% | 2 | 1 | 0% | -7% | -1 | -0.4% | -2
COC(=O)c1cnn(-c2ccc(C(=O)Nc3cc(OC)c(OC)c(OC)c3)cc2)c1N | -7 | . | 0 | -2 | . | . | 1 | -0.3% | -6
COC(=O)CCC(=O)NNC(=O)c1ccc([N+](=O)[O-])cc1 | 3 | -3% | 2 | 2 | 1% | 7% | . | -1.3% | 1
Cc1cc(C)n(-c2ccc(C(=O)Nc3nnc(C)s3)cc2)n1 | 2 | 1% | 1 | -5 | 1% | 2% | -1 | -3.0% | 1
COc1ccc(NC(=O)c2cc(S(=O)(=O)N3CCOCC3)ccc2C)cc1S(=O)(=O)N1CCCCC1 | -2 | 3% | . | . | 1% | -4% | . | . | .
CC(Sc1ccccc1)C(=O)NN=C1CCCC1 (stereo not drawn) | 9 | -1% | 0 | -2 | 5% | 6% | -8 | 0.3% | -2
Cc1cc(=O)n2c(sc3ccccc32)c1C#N | 0 | -7% | 2 | -7 | 0% | 3% | 15 | ? | -12
Cc1csc(Sc2ccc([N+](=O)[O-])cc2C(=O)OCC(=O)NC(=O)NC(C)(C)C)n1 | -21 | 0% | 0 | 2 | -15% | -3% | . | -2.0% | 2
CCCCc1nnc(NC(=O)c2nc3nccc(C)n3n2)s1 | -8 | -1% | 1 | -10 | 0% | -18% | 2 | 6.1% | 0
COc1ccc(NC(=O)c2ccco2)cc1NC(=O)COc1cccc(C)c1C | -8 | -4% | 0 | -4 | -2% | 3% | 5 | 1.2% | -15
CC1Cc2ccccc2N1C(=O)COc1nc2ccccc2nc1N1CCOCC1 (stereo not drawn) | . | -3% | 2 | 0 | 3% | 0% | -3 | 3.2% | -13
COc1ccc(CNC(=O)c2cc(=O)c3ccccc3o2)cc1 | -1 | 5% | 24 | -8 | 5% | ? | 1 | 1.3% | -2
CC(=O)c1cccc(OCc2cc(C(=O)NCCC3=CCCCC3)no2)c1 | -9 | 4% | 6 | 0 | 1% | -9% | 11 | 0.6% | 0
CCC1=C(c2ccc(C)cc2)S(=O)(=O)N=C1N1CCC(C(=O)N2CCCCC2)CC1 | 8 | . | -1 | -4 | . | . | -2 | 0.5% | 12
O=C(NCc1n[nH]c(=O)c2ccccc12)C1CC(=O)N(c2ccccc2)C1 (stereo not drawn) | -6 | -3% | 0 | -1 | 4% | 5% | . | -0.2% | 3
C/C=C/C=C/C(=O)OC(C)C(=O)Nc1cc([N+](=O)[O-])ccc1OC (stereo not drawn) | -15 | -5% | 1 | -3 | -3% | 1% | 2 | 1.0% | 0
O=C(CC1SC(=O)N(c2ccccc2)C1=O)Nc1ccc(Br)cc1 (stereo not drawn) | ? | 3% | 2 | 6 | 2% | 6% | -3 | -1.2% | 1
COCCn1c(Br)nc2c1c(=O)n(C)c(=O)n2C | 7 | -5% | 2 | -3 | -4% | -2% | 9 | ? | 16
CCCCNC(=O)CCCN1C(=O)CCn2nc(-c3cccn3C)cc21 | 2 | -3% | 0 | 0 | 3% | 0% | 0 | 2.4% | -1
Cc1ccc(N=Cc2sc(O)c3ccccc23)cc1 | -11 | 6% | 302* | 16 | ? | ? | -7 | 2.4% | -39*

Entries of single compounds as entered above. Screens in order: RXFP1 antag	GRP78 ERSR act	D1 ag	D1 potentiator	Vif-A3G inh	Vif-A3F inh	D2 potentiator	RXFP1 agonist	D1 antag
CC(=O)c1ccc(-c2cc([C@H]3[C@H]4C=CC[C@@H](C)[C@@H]4C(=O)N3Cc3ccccc3)ccc2F)cc1 is entered as .	-3%	4	3	-1%	2%	16	9.8%	-7
Cc1csc(Sc2ccc([N+](=O)[O-])cc2C(=O)OCC(=O)NC(=O)NC(C)(C)C)n1 is entered as -21	0%	0	2	-15%	-3%	.	-2.0%	2

The main list resumes with the 5 entries that preceded the break.
SMILES | RXFP1 antag | GRP78 ERSR act | D1 ag | D1 potentiator | Vif-A3G inh | Vif-A3F inh | D2 potentiator | RXFP1 agonist | D1 antag
C/C=C/C=C/C(=O)OC(C)C(=O)Nc1cc([N+](=O)[O-])ccc1OC (stereo not drawn) | -15 | -5% | 1 | -3 | -3% | 1% | 2 | 1.0% | 0
O=C(CC1SC(=O)N(c2ccccc2)C1=O)Nc1ccc(Br)cc1 (stereo not drawn) | ? | 3% | 2 | 6 | 2% | 6% | -3 | -1.2% | 1
COCCn1c(Br)nc2c1c(=O)n(C)c(=O)n2C | 7 | -5% | 2 | -3 | -4% | -2% | 9 | ? | 16
CCCCNC(=O)CCCN1C(=O)CCn2nc(-c3cccn3C)cc21 | 2 | -3% | 0 | 0 | 3% | 0% | 0 | 2.4% | -1
Cc1ccc(N=Cc2sc(O)c3ccccc23)cc1 | -11 | 6% | 302* | 16 | ? | ? | -7 | 2.4% | -39*
O=S1(=O)CCOC[C@H](CC2CCCCC2)N1Cc1ccc(Cl)cc1 | . | -6%&-5% | 2 | -6 | -3%&-1% | 2% | 1 | 1.4% | 11
CC(=O)Nc1ccc(NC(=O)Nc2ccc(C)cc2C)cc1 | 6 | -2% | 1 | -2 | 3% | 3% | -10 | 0.2% | -2
CC(C)(C)c1ccc(C(=O)NCCc2csc3nc(-c4ccccc4F)nn23)cc1 | -24 | 1% | 1 | -1 | 0% | 2% | 7 | 0.4% | -4
Cc1cccc(NC(=O)c2ccc(S(=O)(=O)NCc3ccco3)cc2)n1 | -3 | 3% | 4 | -4 | 8% | 6% | -7 | 5.9% | -2
CN(Cc1ccccc1)C(=O)COC(=O)c1cncc(Br)c1 | . | -7% | 3 | -4 | -3% | 1% | 6 | -0.7% | 22
CC1CN(S(=O)(=O)c2cccc(C(=O)Nc3ccc(N4CCCCC4)cc3)c2)CC(C)O1 (stereo not drawn) | -3 | -3% | . | . | 0% | -2% | . | . | .
Cc1ccc2nc(-c3ccc(NC(=O)COC(=O)c4ccc(=O)[nH]c4)cc3)sc2c1 | -12 | -8% | 3 | 4 | -5% | -1% | 18 | -1.4% | -7
Cc1ccc(S(=O)(=O)N(C)c2ccc(C(=O)NCc3ccccn3)cc2)cc1 | -16 | -1% | 0 | -2 | -2% | -11% | -12 | 0.7% | 31
Cc1cc2nc(SCCOC(=O)Nc3cccc(Cl)c3)nc(C)c2cc1C | 6 | -6% | 6 | -2 | -3% | 25µM* | 4 | 2.2% | 1
Cc1ccc(NC(=O)CCC(=O)NNC(=S)Nc2ccc(F)cc2)c(C)c1 | -22 | -1% | 2 | -10 | 1% | -8% | . | 0.9% | -21
CCn1cc(S(=O)(=O)c2ccc(C)cc2)c(=O)c2cc(F)c(N3CCN(C)CC3)cc21 | -8 | -3% | 3 | -1 | 2% | 2% | -1 | -1.8% | 25
C#CCOCCOCCOCCNc1nc(N2CCN(C(=O)[C@H](CCC(=O)O)n3cc(C(N)CO)nn3)CC2)nc(N2CCN(C(=O)[C@H](CCC(=O)O)n3cc(C(N)CO)nn3)CC2)n1 (stereo partly drawn) | . | . | 3 | -3 | . | . | 0 | -0.9% | -5
O=C(CN1CCOCC1)Nc1ncccn1 | 4 | -7% | 2 | 4 | 3% | 3% | 5 | 3.1% | -2
Cc1ccc(NC(=O)CN2C(=O)N/C(=C/c3cccn3-c3ccc(C(=O)O)cc3)C2=O)cc1 | 0 | 3% | 0 | -6 | 4% | 1% | 13 | 3.5% | -18
Cn1cnnc1SCCNS(=O)(=O)c1cccc([N+](=O)[O-])c1 | 2 | -3% | 1 | -1 | 0% | -3% | 17 | 2.0% | 1
O=C(N1CCC(n2nc(-c3ccccc3)oc2=O)CC1)C1(c2ccc(Cl)cc2)CC1 | 2 | -5% | 4 | -6 | -1% | 8% | 3 | -4.2% | -25
Cc1ccc(Cn2nnc3c(=O)n(Cc4cc(C)ccc4C)cnc32)cc1 | -2 | -3% | 1 | -4 | 0% | -3% | -3 | 1.1% | -11
COC(=O)c1cc(S(=O)(=O)NCC2CCN(Cc3ccc(C)cc3)CC2)c[nH]1 | 3 | 5%&-2% | 3&3 | -8&-3 | 1%&3% | 0%&-1% | 1&-14 | 3.3%&-1.1% | -6&4

A portion of the library (hit frequency here may not be typical).
